HCV inhibitor: qHTS Assay for Inhibitors of Hepatitis C Virus (HCV). Huh7.5.1 HCVcc-Cre infection, luciferase reporter, 44 h. Potency, µM (top dose mostly 41.8 µM), inactives show at the top dose activity change, negative = inhibition, usual class: inhibitors. actives 3.4% (n = 340,000); also: potency is read from the fitted curve at half-maximal effect; % is scaled to controls: 0 for no effect and ±100 for the full control effect
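Cells (1,000/well) were plated 4 h before compound, then infected with HCVcc-Cre virus (~0.5 moi). After 44 h further culture, infection was read as luciferase luminescence following a 15 min substrate incubation at room temperature.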
Pf growth 48h: Primary qHTS for delayed death inhibitors of the malarial parasite plastid, 48 hour incubation | Potency, µM (highest dose often 28.7 µM), without a hit: at the highest dose activity change, negative = inhibition, most hits filed as inhibitors | P. falciparum luciferase growth in erythrocytes, 48 h | actives 5.9% (n = 310,000); also: potency is read from the fitted curve at half-maximal effect; % is scaled to controls: 0 for no effect and ±100 for the full control effect
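Firefly luciferase activity from engineered P. falciparum reports growth; inhibitors lower the luminescent signal. Cultures contained 2% hematocrit erythrocytes at 0.1% final parasitemia.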
LmPK inh: qHTS Assay for Inhibitors of Leishmania Mexicana Pyruvate Kinase (LmPK); actives 0.37% (n = 290,000); Potency, µM (titrated, usually from 57.5 µM), for the others: at the top dose activity change, negative = inhibition, most hits filed as inhibitors; AID 1721, 2009; purified LmPK, Kinase-Glo ATP luminescence, 1 h; also: potency is read from the fitted curve at half-maximal effect; % is scaled to controls: 0 for no effect and ±100 for the full control effect
Target sequence (Q27686 whole entry, looked up): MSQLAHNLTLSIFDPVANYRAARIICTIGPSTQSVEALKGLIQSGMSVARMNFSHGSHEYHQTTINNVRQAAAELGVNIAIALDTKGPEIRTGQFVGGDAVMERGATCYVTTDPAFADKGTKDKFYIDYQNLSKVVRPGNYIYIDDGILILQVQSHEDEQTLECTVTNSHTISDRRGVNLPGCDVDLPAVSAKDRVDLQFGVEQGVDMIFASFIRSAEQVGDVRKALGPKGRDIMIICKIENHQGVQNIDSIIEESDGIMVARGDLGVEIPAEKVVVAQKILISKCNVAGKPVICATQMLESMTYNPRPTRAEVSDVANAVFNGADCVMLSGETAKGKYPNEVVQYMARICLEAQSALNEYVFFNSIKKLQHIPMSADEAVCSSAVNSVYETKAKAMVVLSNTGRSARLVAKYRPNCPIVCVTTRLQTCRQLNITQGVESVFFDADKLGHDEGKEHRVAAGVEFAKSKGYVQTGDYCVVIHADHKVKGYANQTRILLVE
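Kinase-Glo luminescence read after 1 h RT reaction of 0.1 nM LmPK with 0.5 mM PEP and 0.1 mM ADP. Activity scaled between uninhibited and enzyme-free controls.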
Tb PYK inh: qHTS of Trypanosoma Brucei Inhibitors | pyruvate kinase (Trypanosoma brucei), Q57TT1 | TbPYK enzyme, Kinase-Glo Plus ATP luminescence, 45 min | Potency, µM (doses to about 76.8 µM), for inactives: at the highest dose activity, negative = inhibition, hits mostly inhibitors | actives 0.12% (n = 410,000); also: potency is read from the fitted curve at half-maximal effect; % is scaled to controls: 0 for no effect and ±100 for the full control effect; nearly all actives have a fitted effect of over 50% in size
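Enzyme and substrate buffer are dispensed first and compound is pin-transferred. ADP at 130 uM final then starts the reaction, which runs 45 min at room temperature. Detection reagent is added for 10 min before luminescence is imaged.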
CHX counter: Cycloheximide Counterscreen for Small Molecule Inhibitors of Shiga Toxin; max response, %; cell reporter, cycloheximide protein synthesis inhibition counterscreen; AID 2314, 2010; actives 12% (n = 300,000); in the data active = max response mostly above about 13%, no sharp cut-off; inactive = mostly below about 14%; also: read at 38.3 µM for the half of the compounds with a filed dose; 0% is about no effect
Shiga toxin inh: A qHTS for Small Molecule Inhibitors of Shiga Toxin | Vero cells, Shiga toxin protein synthesis inhibition reporter | inhibition, % at 38.7 µM | actives 9.2% (n = 290,000); in the data active = inhibition mostly above about 28%, no sharp cut-off; inactive = mostly below about 43%; also: 0% is about no effect
Pf growth 96h: Primary qHTS for delayed death inhibitors of the malarial parasite plastid, 96 hour incubation. actives 6.9% (n = 320,000). Potency, µM (titrated, usually from 28.7 µM), for the others: top-dose activity change, negative = inhibition, actives largely listed as inhibitors. P. falciparum luciferase reporter growth, 96 h; also: potency is read from the fitted curve at half-maximal effect; % is scaled to controls: 0 for no effect and ±100 for the full control effect
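Readout is luminescence from an integrated firefly luciferase in P. falciparum. Red cells, 2% hematocrit and 0.05% parasitemia final, were cultured with compound through two parasite generations (96 hours) at 37 C, 5% CO2.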
* hit, by the source's call; ? = inconclusive; . = no result given; & = joins results of further samples; [ ] = another dose, or the depositor's remark. Unless noted, calls follow the shape of the dose curve; as a rule, active = well fitted curve in the direction sought with a large enough effect; inconclusive = small, poorly fitted or top-dose-only effect, or another doubt; inactive = no such curve, though single readings can be large; an effect the other way counts as inactive or inconclusive. Compounds were not picked by outcome. Share with any hit: about 24%.

item	SMILES	HCV inhibitor	Pf growth 48h	LmPK inh	Tb PYK inh	CHX counter	Shiga toxin inh	Pf growth 96h
1	CC(=O)Nc1ccnn1C1CCN(C(=O)c2cccc(C)c2C)CC1	2.1%	-8.0%	1.7%	4.3%	-0.7	-10.8	-34.0%
2	COc1ccc(-c2c[n+](CC(=O)c3cccs3)c3n2CCC3)cc1	?	2.33µM*	0.9%	0.4%	1.5	14.5	?
3	CC(C)C(C(=O)NCc1ccco1)N(C(=O)CNS(=O)(=O)c1ccc(Cl)cc1)C1CCCC1 (configuration not stated)	7.5%&11.0%	?	-7.4%	0.9%	1.9	21.2	?
4	CN(C)CC(=O)N1c2ccccc2Sc2ccc(Cl)cc21	?	-12.0%	0.2%	-0.2%	1.2	-16.1	-14.2%
5	COc1cc(C)c(CN2CCC(n3nccc3NC(=O)C3CCOC3)CC2)cc1C (configuration not stated)	11.5%	15.3%	-2.1%	1.4%	-0.4	-5.1	?
6	O=C(NCc1cccnc1)c1cccc(Cl)c1	13.7%	-11.6%	0.9%	-4.0%	-1.4	-12.0	?
7	CCOc1ccccc1N(C)C(=O)CCS(=O)(=O)c1ccc2c(c1)NC(=O)C(C)S2 (configuration not stated)	?	?	-10.2%	-7.7%	-10.2	-6.9	104.2%[activator]
8	COc1ccccc1N1CCN(S(=O)(=O)CCNC(=O)Cc2ccc(F)cc2)CC1	-14.4%[8.37 µM]	?	.	3.7%	.	.	?
9	O=C1NN(c2ccccc2)C(=O)/C1=C/c1ccc(-c2ccc(Cl)c(C(=O)O)c2)o1	20.5%	-3.1%	12.0%	-10.7%	6.3	0.8	8.5%
10	O=C(CS(=O)CC(=O)Nc1cccc2c1CCCC2)Nc1ccc(F)cc1 (configuration not stated)	1.1%	-16.0%	6.6%	3.0%	-1.6	-8.6	-8.1%
11	Cc1ccccc1NC(=O)CN(C)S(=O)(=O)c1cccc2cccnc12	-3.4%	.	10.1%	-4.2%	1.5	-8.6	-1.2%
12	COc1cccc(N2CCN(C(=O)c3cc(-c4ccc(F)cc4)[nH]c3C)CC2)c1	-45.3%	?	0.3%	5.8%	2.7	24.4	23.4%
13	O=C(Cn1cncn1)NCc1ccccc1Br	15.8%	30.3%[activator]	-1.9%	5.6%	-0.2	-5.7	?
14	Cc1noc(C)c1CSc1nc2cc(S(=O)(=O)N3CCOCC3)ccc2o1	-3.1%&15.0%	-20.2%	5.8%	-25.9%	-1.4	-13.9	-1.4%[5.75 µM]
15	CCN1CCN(Cc2ccc(NC(=O)c3cc(NC(=O)c4cncc(-c5cccs5)c4)cc(OC)c3)cc2C(F)(F)F)CC1	?	?	-0.1%	-2.3%&5.7%	-10.7	-18.9	?
16	COc1cc(C)ccc1OCCOCCOc1cc(C)c(C)cc1Br	?	-13.5%	1.8%	0.3%	-2.3	11.2	37.8%[activator]
17	CCCN(C(=O)C1CSC2(C)CCC(=O)N12)c1c(N)n(Cc2ccccc2)c(=O)[nH]c1=O (configuration not stated)	1.8%	-10.0%	.	1.5%	.	.	-1.6%
18	Cn1cccc1CC(=O)N/N=C/c1ccc(C(C)(C)C)cc1	-21.8%	-5.7%	-4.9%	-14.5%	22.3*	54.2*	-5.7%
19	Cc1ccc(S(=O)(=O)NCc2ccc(C(=O)N3CCc4ccccc4C3)cc2)cc1	?	?	1.9%	-10.0%	-1.8	8.3	6.57µM*
20	Cc1ccccc1OCC(=O)Nc1cc(S(=O)(=O)N2CCCCC2)ccc1N1CCN(C)CC1	11.2µM*	4.0%	1.9%	2.5%	-1.9	-8.9	?
21	CC(C)CCNC(=O)CN(Cc1ccc(F)cc1)C(=O)CCC(=O)Nc1ccccn1	-1.7%	37.2%	-7.9%	10.1%	-3.4	-4.7	?
22	CC(c1ccccc1)n1cc(C(=O)NCCCn2ccnc2)nn1 (configuration not stated)	16.1%	?	-4.7%	4.5%	-2.0	-4.5	-4.5%
23	CC(C(=O)NCCC1=CCCCC1)N1C(=O)c2ccccc2C1=O (configuration not stated)	12.1%	-18.5%	-2.1%	-9.5%	-2.5	-11.0	5.86µM*
24	CCOC(=O)C1(Cc2cccc(F)c2)CCN(CCCn2cccn2)CC1	-12.9%	-4.2%	0.8%	0.1%	-4.3	8.3	-4.8%
25	CCOC(=O)N1CCN(C(=O)c2ccc3c(c2)N(Cc2ccccc2)CCS3)CC1	?	?	-2.6%	-3.7%	-3.3	-0.9	11.7µM*
26	COc1cccc(CNCc2ccccn2)c1OC	-7.5%	9.0%	-10.1%	-2.3%	5.2	-1.7	1.0%
27	Cc1nc(Sc2ccc(Br)cc2)c(C#N)c(C)c1[N+](=O)[O-]	?	?	4.7%	-5.9%	-2.6	-13.5	9.28µM*
28	COc1ccc(NC(=O)NNC(=O)C(C)Oc2ccc3ccccc3c2)cc1OC (configuration not stated)	-3.2%	-5.5%	-2.4%	-5.3%	-2.1	-2.8	-15.8%
29	Cc1nn(-c2ccccc2)c2c1C(c1ccc(Br)s1)C(C#N)=C(N)O2 (configuration not stated)	-6.8%	?	-1.6%	3.0%	13.0	41.2	?
30	O=C(N/N=C/c1ccc([N+](=O)[O-])cc1)c1cc(C2CC2)nc2ccccc12	?	?	1.0%	2.2%	10.1	56.1	-21.7%
31	S=C(Nc1ccc(Cl)cc1)N1CCN(C2CCCCC2)CC1	?	?	5.0%	-9.6%	-4.7	-21.2	-27.0%
32	CCN1C(=O)c2ccccc2S(=O)(=O)c2ccc(C(=O)N3CCOCC3)cc21	19.6%	.	0.8%	-1.8%	-1.5	-10.5	-6.0%
33	CCn1c(SCC(=O)Nc2nncs2)nnc1-c1ccco1	10.6%	-14.6%	0.0%	0.5%	-3.5	-0.9	8.0%
34	Cc1ccc(S(=O)(=O)N2CCOCC2)cc1NC(=O)CSc1nnc(N)s1	8.5%	-25.5%	-0.8%	-0.4%	-2.7	-10.1	-4.9%
35	COc1ccccc1C(=O)Nc1ccnn1C1CCN(C/C=C/c2ccccc2)CC1	.	?	1.7%	1.9%	-2.0	-3.2	?
36	CCN(CC)S(=O)(=O)c1cccc(C(=O)N/N=C(\C)c2ccc(O)cc2O)c1	8.91µM*	0.0%	4.3%	0.5%	7.2	16.6	?
37	COC(=O)C(NS(=O)(=O)c1ccc(NC(C)=O)cc1)C(C)C (configuration not stated)	23.4%	-6.1%	-6.0%	-11.3%	1.3	-10.9	51.7%[activator]
38	CC(NC(=O)CCCN1C(=O)c2ccccc2C1=O)c1ccc2c(c1)CCCC2 (configuration not stated)	9.6%	7.3%	1.6%	-7.6%	4.2	9.5	.
39	Cc1cccc(NC(=O)CSCC(=O)N(C)CC(=O)Nc2cccc(F)c2)c1	4.4%	?	.	-4.8%	.	.	-22.1%
40	O=C(CSc1ccccc1)N1CCC(N2CCC(C(=O)N3CCCC3)CC2)CC1	-7.2%	33.1%[activator]	-1.1%	-1.9%	8.9	20.0	?
41	Cc1ccc(C)c(S(=O)(=O)N2CCN(CC(=O)NC(C)c3ccccc3)CC2)c1 (configuration not stated)	?	?	.	-2.6%	.	.	-24.7%
42	Cc1ccc(C(=O)/C=C/c2c[nH]c3ccccc23)cc1	?	127.3%[activator]	0.1%	-5.4%	51.9*	148.0*	84.3%[activator]
43	Cn1c(C(=O)O)c(C=O)c2ccccc21	-4.0%	5.4%	-0.1%[11.5 µM]	-0.8%	-5.0	-16.8	10.4µM*
44	NNc1nccc(Nc2ccccc2C(=O)O)n1	30.1%[activator]	10.6%	-7.4%	-7.1%	7.4	-4.7	16.9%
45	Cc1cc(C(=O)O)c2ccccc2n1	-2.4%	.	0.4%	-9.5%	0.6	-11.5	?
46	CN(c1cccc(NC(=O)CN(c2cccc(Cl)c2)S(=O)(=O)c2ccc(Cl)cc2)c1)S(C)(=O)=O	22.4µM*	?	-1.6%	-6.6%	-1.3	-14.5	0.9%
47	Cn1c(SCC(=O)N2CCCC2)nnc1-c1cccs1	17.9%	20.1%	-2.6%	0.0%	11.6	19.8	?
48	O=C(/C=C/c1ccc([N+](=O)[O-])cc1)Oc1ccc(/C=N/NC(=O)c2ccncc2)cc1	13.1%	23.3%	-8.1%	0.4%	-2.8	8.0	?
49	O=C(NCC12CC3CC(CC(C3)C1)C2)c1nn2c(c1Cl)NC(c1ccco1)CC2C(F)(F)F (configuration not stated)	-8.6%	?	5.0%	1.0%	-3.8	-18.0	?
50	COc1ccc(N2CCN(C(=O)c3ccc(Br)o3)CC2)cc1	8.2%	-0.2%	-5.5%	-10.7%	-3.0	-3.9	14.3%
51	COCCN1CC(C(=O)NCc2ccccc2-n2ccnc2C)CCC1=O (configuration not stated)	7.9%	-2.9%	-8.0%	1.8%	-2.1	-24.4	-8.0%
52	COc1ccc(-n2c(SC(C)C(=O)N3CCOCC3)nc3ccccc3c2=O)cc1 (configuration not stated)	-5.9%	43.5%[activator]	-3.7%	3.1%	1.4	-6.3	?
53	Cc1cccn2c(=O)c3cc(C#N)c(=NC(=O)c4ccco4)n(Cc4ccco4)c3nc12	?	?	0.2%	-2.1%	-2.7	-1.5	?

Rewritten as labelled records: part of the list above
46: CN(c1cccc(NC(=O)CN(c2cccc(Cl)c2)S(=O)(=O)c2ccc(Cl)cc2)c1)S(C)(=O)=O
  HCV inhibitor: 22.4µM*	Pf growth 48h: ?	LmPK inh: -1.6%	Tb PYK inh: -6.6%	CHX counter: -1.3	Shiga toxin inh: -14.5	Pf growth 96h: 0.9%

47: Cn1c(SCC(=O)N2CCCC2)nnc1-c1cccs1
  HCV inhibitor: 17.9%	Pf growth 48h: 20.1%	LmPK inh: -2.6%	Tb PYK inh: 0.0%	CHX counter: 11.6	Shiga toxin inh: 19.8	Pf growth 96h: ?

48: O=C(/C=C/c1ccc([N+](=O)[O-])cc1)Oc1ccc(/C=N/NC(=O)c2ccncc2)cc1
  HCV inhibitor: 13.1%	Pf growth 48h: 23.3%	LmPK inh: -8.1%	Tb PYK inh: 0.4%	CHX counter: -2.8	Shiga toxin inh: 8.0	Pf growth 96h: ?

49: O=C(NCC12CC3CC(CC(C3)C1)C2)c1nn2c(c1Cl)NC(c1ccco1)CC2C(F)(F)F (configuration not stated)
  HCV inhibitor: -8.6%	Pf growth 48h: ?	LmPK inh: 5.0%	Tb PYK inh: 1.0%	CHX counter: -3.8	Shiga toxin inh: -18.0	Pf growth 96h: ?

Screening results as filed in PubChem BioAssay.
